Source: PubChem
LMPTP block = LMPTP (human) inhibition; recombinant LMPTP-A, OMFP fluorogenic substrate, fluorescence intensity; inhibition, % at 20 µM; 0.22% of 360,000 active; P24666;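 active means compounds that cut the enzyme signal by at least half of the control window in the single-dose screen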;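 further: plate controls were DMSO wells with enzyme plus substrate for no effect and substrate without enzyme for full effect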
Target sequence (P24666 whole entry, looked up): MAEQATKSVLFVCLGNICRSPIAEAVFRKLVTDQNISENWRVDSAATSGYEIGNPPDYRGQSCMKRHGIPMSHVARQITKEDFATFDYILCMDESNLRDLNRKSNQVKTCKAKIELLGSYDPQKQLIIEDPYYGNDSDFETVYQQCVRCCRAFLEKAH
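Assay system: LMPTP-A enzyme. Input: 0.625 nM LMPTP-A final. Probe or stimulus: 400 µM OMFP. Compound dosing: single 20 µM dose. Schedule: 50 min dark incubation at room temperature. Detection: fluorescence intensity of OMFP turnover product. Read-out: percent inhibition versus substrate-only and uninhibited controls. Benchmarks: no-enzyme low control, uninhibited high control.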
NadD inh = blocks S. aureus nicotinate mononucleotide adenylyltransferase | purified NadD enzyme, colorimetric absorbance read-out | 0.78% of 360,000 active | inhibition, % at 20 µM | AID 602399; in the data active means inhibition above about 26%; further: some compounds past the cut are filed as inactive
MsrA inh = inhibitors of bovine MsrA; purified bovine MsrA, absorbance read-out; inhibition, % at 15.5 µM; 0.75% of 360,000 active; AID 651718; in the data active means inhibition above about 4.5%;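 further: 0% = vehicle wells with enzyme and 100% = reference inhibitor wells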
STEP inh = blocks human striatal-enriched tyrosine phosphatase. P54829. recombinant STEP, OMFP fluorogenic substrate, fluorescence. inhibition, % at 20 µM. 0.25% of 360,000 active;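 active means inhibition at 20 µM, scaled per plate between control wells, above about 37%, limit read from the data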;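 further: 0% = DMSO with enzyme and substrate and 100% = substrate only without enzyme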
Target sequence (P54829 whole entry, looked up): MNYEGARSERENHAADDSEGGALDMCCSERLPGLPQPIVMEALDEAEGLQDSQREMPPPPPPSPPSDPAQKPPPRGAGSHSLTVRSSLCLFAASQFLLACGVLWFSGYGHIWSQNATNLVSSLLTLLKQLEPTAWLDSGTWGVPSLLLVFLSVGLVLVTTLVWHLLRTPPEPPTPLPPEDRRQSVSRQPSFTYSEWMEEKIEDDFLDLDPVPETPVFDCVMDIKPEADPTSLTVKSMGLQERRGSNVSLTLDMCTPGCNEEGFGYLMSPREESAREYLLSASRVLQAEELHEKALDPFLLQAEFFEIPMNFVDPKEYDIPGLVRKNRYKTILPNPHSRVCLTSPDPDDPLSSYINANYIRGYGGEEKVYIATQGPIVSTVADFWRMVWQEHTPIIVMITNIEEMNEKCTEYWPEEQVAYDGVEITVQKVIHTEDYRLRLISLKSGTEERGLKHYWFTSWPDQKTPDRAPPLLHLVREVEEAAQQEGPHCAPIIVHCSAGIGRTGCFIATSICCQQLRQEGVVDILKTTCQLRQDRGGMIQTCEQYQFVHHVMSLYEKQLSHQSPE
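Also added – OMFP at 25 µM · Test system – STEP tyrosine phosphatase · Technique – FITC-channel fluorescence of OMFP product · Schedule – 20 min at room temperature, dark · Evaluation – control-normalized % inhibition with plate pattern correction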
Rpn11 inh = Rpn11 (human) deubiquitinase inhibition; O00487; human 26S proteasome, Ub4-pepOG fluorescence polarization; 20S core pre-blocked with epoxomicin; calls only at 20 µM; 0.59% of 360,000 active; AID 588493;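 active means inhibition at 20 µM, scaled to each plate's controls, above about 33%, limit read from the data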
Scp-1 inhibitor = Scp-1 (human) phosphatase inhibition; inhibition, % at 20 µM; 0.88% of 340,000 active; Q9GZU7; Recombinant Scp1, phosphopeptide, malachite green phosphate absorbance;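 active means inhibition above about 50% at 20 µM, limit read from the data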;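 further: plate controls were DMSO wells with enzyme for no effect and wells lacking enzyme for full effect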
Target sequence (Q9GZU7 76-261 limits assumed): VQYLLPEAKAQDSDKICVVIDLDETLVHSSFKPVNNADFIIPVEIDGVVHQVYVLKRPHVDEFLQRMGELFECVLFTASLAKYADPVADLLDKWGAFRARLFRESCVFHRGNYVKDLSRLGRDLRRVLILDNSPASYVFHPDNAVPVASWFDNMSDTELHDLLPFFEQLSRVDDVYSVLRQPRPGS
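Test system – truncated SCP-1 phosphatase (76-261aa) · Reagent – Phosphorylated 17-residue peptide substrate · Incubation – 45 min room-temperature reaction, 5 min colour, 30 min stabiliser · Detection – colorimetric phosphate reagent with accelerator and stabiliser, absorbance at 630 nm · Measure – % inhibition at 20 µM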
DNMT1 block = DNMT1 (human) enzyme inhibition. AID 588458. inhibition (reported as % activation of signal), % at 10 µM. P26358. DNMT1 molecular beacon, Hinp1I cleavage, fluorescence. 0.83% of 360,000 active; in the data active means inhibition above about 50%
CSN inh = inhibitors of human CSN-mediated cullin deneddylation; Q92905; Purified CSN, SCF-Nedd8-OG deneddylation, fluorescence polarization; inhibition, % at 12.5 µM; 0.38% of 360,000 active; AID 651999;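 active means pattern-corrected inhibition above about 35%, with an unprinted fluorescence ratio check between 0.5 and 1.5, limit read from the data, passing the limit was not always enough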;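 further: 0% = enzyme with substrate and 100% = substrate without enzyme; some results filed as inactive read as strong as hits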
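Assay system: purified human Csn5 enzyme expressed in HEK293T cells; measure: % inhibition; also added: SCFSkp2-Nedd8OG substrate at 10 nM final; technique: fluorescence polarization; times: reaction 90 min, room temperature; medium: Tris buffer pH 7.5, NaCl, DTT, Tween-20, trehalose, ovalbumin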
SUMO1-SIM PPI = modulators of human SUMO1-mediated protein-protein interactions | inhibition, % at 20 µM | 0.33% of 360,000 active | SUMO1 binding to a labelled peptide, TR-FRET, 1 h; in the data active means inhibition above about 37%
Target sequence (P63165 whole entry, looked up): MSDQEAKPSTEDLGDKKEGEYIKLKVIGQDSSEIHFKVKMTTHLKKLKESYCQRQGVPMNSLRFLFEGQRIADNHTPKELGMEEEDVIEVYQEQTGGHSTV
Tb MetRS inh = blocks T. brucei methionyl-tRNA synthetase activity; purified T. brucei MetRS, ATP depletion, Kinase-Glo luminescence; inhibition, % at 11.9 µM; 0.4% of 360,000 active;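 active means inhibition above a per-plate cutoff of the control wells' mean inhibition plus 3 SD, cut at about 5.5% in these data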;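 further: 0% = DMSO wells median and 100% = median of wells with control inhibitor compound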
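technique = Kinase-Glo luminescence, ATP depletion format | system = purified MetRS (methionyl-tRNA synthetase) enzyme from Trypanosoma brucei | timing = 15 min preincubation, 2 h reaction, all 25 °C | evaluation = percent inhibition versus plate control medians | dosing = single dose, 11.9 µM final nominal, 0.9% final DMSO | also added = substrates ATP, L-methionine and bulk Escherichia coli tRNA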
* hit, by the source's call.

For NC(=O)c1ccc2c(c1)OCCO2 the results were LMPTP block -1.0, NadD inh 0, MsrA inh -0.2, STEP inh 3, Rpn11 inh inactive, Scp-1 inhibitor 6, DNMT1 block 3, CSN inh 3, SUMO1-SIM PPI -1 and Tb MetRS inh -0.9.
For CCCC(C(=O)NCc1ccco1)N(C(=O)CNS(=O)(=O)c1ccccc1)c1ccccc1OC (centres undefined) the results were LMPTP block -0.7, NadD inh -1, MsrA inh -1.7, STEP inh -4, Rpn11 inh inactive, Scp-1 inhibitor -4, DNMT1 block 4, CSN inh 2, SUMO1-SIM PPI 0 and Tb MetRS inh -0.5.
For COc1ccc(OC(=O)c2cccc([N+](=O)[O-])c2)c(C(=O)/C=C/c2cccs2)c1 the results were LMPTP block 2.7, NadD inh -12, MsrA inh 1.3, STEP inh 1, Rpn11 inh inactive, Scp-1 inhibitor -10, DNMT1 block -2, CSN inh 7, SUMO1-SIM PPI -15 and Tb MetRS inh 0.7.
`Cc1cc(NC(=O)CN2C(=O)NC(CC(C)C)C2=O)ccc1Br` (centres undefined) gave LMPTP block -0.5, NadD inh -7, MsrA inh 0.2, STEP inh -2, Rpn11 inh inactive, Scp-1 inhibitor -1, DNMT1 block 2, CSN inh 0, SUMO1-SIM PPI 0 and Tb MetRS inh -0.5.
O=C(NCc1ccc(Cl)cc1)C1CCN(S(=O)(=O)c2ccc(N3CCCC3=O)cc2)CC1 was read as LMPTP block 5.9, NadD inh -4, MsrA inh -0.2, STEP inh 4, Rpn11 inh inactive, Scp-1 inhibitor -3, DNMT1 block -1, CSN inh 2, SUMO1-SIM PPI -10 and Tb MetRS inh -0.3.
`NC(=O)C1CCN(c2nc(-c3cccs3)cs2)CC1` gave LMPTP block 1.7, NadD inh -6, STEP inh -2, Rpn11 inh inactive, Scp-1 inhibitor 4, DNMT1 block -10, CSN inh 1, SUMO1-SIM PPI -21 and Tb MetRS inh 0.0.
For Cc1cccc(-c2nc(CS(=O)CC(=O)N3CC(C)CC(C)C3)c(C)o2)c1 (centres undefined) the results were LMPTP block -0.4, NadD inh -3, MsrA inh 0.0, STEP inh 2, Rpn11 inh inactive, Scp-1 inhibitor -4, DNMT1 block 2, CSN inh 0, SUMO1-SIM PPI 4 and Tb MetRS inh -0.9.
For Cc1nnc(SCC(=O)c2ccc(Br)cc2)s1 the results were LMPTP block 0.5, NadD inh 1, MsrA inh -0.1, STEP inh -1, Rpn11 inh inactive, Scp-1 inhibitor -9, DNMT1 block 1, CSN inh -6, SUMO1-SIM PPI -1 and Tb MetRS inh 1.2.
For O=[N+]([O-])/C=C/c1cn(Cc2ccccc2)c2ccccc12 the results were LMPTP block 1.9, NadD inh 3, MsrA inh -0.1, STEP inh -1, Rpn11 inh inactive, Scp-1 inhibitor -11, DNMT1 block 1, CSN inh 6, SUMO1-SIM PPI -9 and Tb MetRS inh -0.5.
For O=C(O)C1=C[C@H](c2cccs2)C[C@H](OCc2ccc(CO)cc2)O1 the results were LMPTP block 0.2, NadD inh -4, MsrA inh 0.4, STEP inh 1, Rpn11 inh inactive, Scp-1 inhibitor -11, DNMT1 block 1, CSN inh 3, SUMO1-SIM PPI -20 and Tb MetRS inh 0.2.
Cc1ccc(C(=O)Nc2nnc([C@H]3C[C@H](O)[C@@H](CO)O3)s2)cc1 was read as LMPTP block -0.5, NadD inh -3, MsrA inh -0.3, STEP inh 0, Rpn11 inh inactive, DNMT1 block -2, CSN inh 3, SUMO1-SIM PPI 6 and Tb MetRS inh -0.2.
Screening COc1ccc(/C=C2\C(=O)OCc3cc(OC)c(OC)cc32)cc1OC returned LMPTP block 0.4, NadD inh -2, MsrA inh 2.1, STEP inh 0, Rpn11 inh inactive, Scp-1 inhibitor 0, DNMT1 block 3, CSN inh -4, SUMO1-SIM PPI -8 and Tb MetRS inh -0.5.
Screening COc1cccc(-n2cc(CN(C)C(=O)C3CCC(=O)N(C4CC4)C3)cn2)c1 (centres undefined) returned LMPTP block -0.1, NadD inh -2, MsrA inh 1.0, STEP inh -3, Rpn11 inh inactive, DNMT1 block -3, CSN inh -5, SUMO1-SIM PPI 1 and Tb MetRS inh 0.1.
`CC(C)(C)OC(=O)NCCCC[C@@H](C(=O)N1CCN(C(=O)OC(C)(C)C)CC1)n1cc(CCC(=O)O)nn1` gave LMPTP block -1.7, NadD inh 0, MsrA inh -0.2, STEP inh 2, Rpn11 inh inactive, Scp-1 inhibitor -7, DNMT1 block 3, CSN inh 2, SUMO1-SIM PPI 3 and Tb MetRS inh -0.3.
Screening Cc1ccc(C(=O)N2CCCC(C(F)(F)F)C2)cc1S(=O)(=O)N1CCOCC1 (centres undefined) returned LMPTP block -0.3, NadD inh -2, MsrA inh -0.4, STEP inh 0, Rpn11 inh inactive, Scp-1 inhibitor -5, DNMT1 block 0, CSN inh 1, SUMO1-SIM PPI -1 and Tb MetRS inh -0.3.
Screening CSc1nnc(-c2cnccn2)n1C returned LMPTP block -0.6, NadD inh 2, STEP inh -2, Rpn11 inh inactive, Scp-1 inhibitor -4, DNMT1 block 1, CSN inh -1, SUMO1-SIM PPI -1 and Tb MetRS inh 0.3.
Screening O=C(Nc1cccc(C(F)(F)F)c1)c1csc([C@@H]2C[C@H](O)[C@@H](CO)O2)n1 returned LMPTP block -0.7, NadD inh -3, MsrA inh 1.9, STEP inh 1, Rpn11 inh inactive, DNMT1 block -1, CSN inh -1, SUMO1-SIM PPI -3 and Tb MetRS inh -0.2.
`CCOC(=O)c1ccc(N2CCOCC2)c(NC(=O)c2nccnc2C(=O)O)c1` gave LMPTP block -0.9, NadD inh 4, MsrA inh 1.4, STEP inh -1, Rpn11 inh inactive, Scp-1 inhibitor -5, DNMT1 block 3, CSN inh -3, SUMO1-SIM PPI -8 and Tb MetRS inh -0.4.
Screening O=C(CN1C(=O)C(=O)N(Cc2ccco2)C1=O)Nc1ccccc1 returned LMPTP block 0.3, NadD inh 6, MsrA inh -1.0, STEP inh 2, Rpn11 inh inactive, Scp-1 inhibitor 0, DNMT1 block 8, CSN inh -1, SUMO1-SIM PPI 6 and Tb MetRS inh 0.9.
For O=C(CN1CCN(Cc2ccc3c(c2)OCO3)CC1)Nc1ccc2c(c1)OCCO2 the results were LMPTP block -1.0, NadD inh -4, MsrA inh -0.6, STEP inh -3, Rpn11 inh inactive, Scp-1 inhibitor 3, DNMT1 block -6, CSN inh -5, SUMO1-SIM PPI 2 and Tb MetRS inh 0.1.
For c1csc(-c2nc3ccccc3[nH]2)c1 the results were LMPTP block 0.9, NadD inh 1, MsrA inh 2.4, STEP inh 2, Rpn11 inh inactive, Scp-1 inhibitor -5, DNMT1 block -1, CSN inh -6, SUMO1-SIM PPI 3 and Tb MetRS inh 0.2.
Screening COCCn1c(=O)c2ccccc2c2ccccc2c1=O returned LMPTP block -1.2, NadD inh -8, MsrA inh -1.2, STEP inh 4, Rpn11 inh inactive, Scp-1 inhibitor -6, DNMT1 block -1, CSN inh -1, SUMO1-SIM PPI -1 and Tb MetRS inh -0.9.
`COc1ccc(CCNC(=O)c2cc(C(=O)c3cc(C)ccc3O)cn(CCc3ccc(OC)cc3)c2=O)cc1` gave LMPTP block 1.8, NadD inh -2, MsrA inh 0.6, STEP inh 2, Rpn11 inh inactive, Scp-1 inhibitor -16, DNMT1 block -2, CSN inh 0, SUMO1-SIM PPI 11 and Tb MetRS inh -0.4.
`Cc1cc(C(=O)CSc2nnc3c(Cl)cc(Cl)cn23)c(C)n1C` gave LMPTP block -0.8, NadD inh 6, MsrA inh 0.1, STEP inh 2, Rpn11 inh inactive, Scp-1 inhibitor -5, DNMT1 block 4, CSN inh -1, SUMO1-SIM PPI -9 and Tb MetRS inh -0.9.
Screening Cc1ccc(NC(=O)CN(C)C(=O)c2cccc(S(=O)(=O)N3CCCC3)c2)cc1 returned LMPTP block -0.6, NadD inh 0, MsrA inh -0.6, STEP inh 2, Rpn11 inh inactive, Scp-1 inhibitor 17, DNMT1 block 1, CSN inh 1, SUMO1-SIM PPI -5 and Tb MetRS inh -0.3.
CCOc1cc(N2CCOCC2)c(OCC)cc1NC(=O)COc1ncnc2ccc(Br)cc12 was read as LMPTP block -0.2, NadD inh -2, MsrA inh 0.2, STEP inh 4, Rpn11 inh inactive, Scp-1 inhibitor -10, DNMT1 block 9, CSN inh 3, SUMO1-SIM PPI 0 and Tb MetRS inh -0.9.
For C=CCn1c(C)csc1=Nc1ccc(C(=O)O)cc1 the results were LMPTP block -2.3, NadD inh -9, MsrA inh 1.5, STEP inh 0, Rpn11 inh inactive, Scp-1 inhibitor 11, DNMT1 block 6, CSN inh -2, SUMO1-SIM PPI 0 and Tb MetRS inh 0.0.
For CCN(CC)CCN1C(=O)C(=O)/C(=C(/O)c2c(C)[nH]c(C(=O)OC)c2C)C1c1cccc(OC)c1 (centres undefined) the results were LMPTP block 0.0, NadD inh -2, MsrA inh 2.5, STEP inh -2, Rpn11 inh inactive, Scp-1 inhibitor -13, DNMT1 block -4, CSN inh 0, SUMO1-SIM PPI -2 and Tb MetRS inh -0.9.
CCS(=O)(=O)N1Cc2ccccc2CC1C(=O)NCC12CC3CC(CC(C3)C1)C2 (centres undefined) was read as LMPTP block -0.3, NadD inh 7, MsrA inh -0.1, STEP inh -3, Rpn11 inh inactive, Scp-1 inhibitor -7, DNMT1 block -4, CSN inh -7, SUMO1-SIM PPI 1 and Tb MetRS inh 0.0.

An excerpt from above in order of number of heavy atoms, low to high:
For c1csc(-c2nc3ccccc3[nH]2)c1 the results were LMPTP block 0.9, NadD inh 1, MsrA inh 2.4, STEP inh 2, Rpn11 inh inactive, Scp-1 inhibitor -5, DNMT1 block -1, CSN inh -6, SUMO1-SIM PPI 3 and Tb MetRS inh 0.2.
Screening O=C(CN1C(=O)C(=O)N(Cc2ccco2)C1=O)Nc1ccccc1 returned LMPTP block 0.3, NadD inh 6, MsrA inh -1.0, STEP inh 2, Rpn11 inh inactive, Scp-1 inhibitor 0, DNMT1 block 8, CSN inh -1, SUMO1-SIM PPI 6 and Tb MetRS inh 0.9.
CCS(=O)(=O)N1Cc2ccccc2CC1C(=O)NCC12CC3CC(CC(C3)C1)C2 (centres undefined) was read as LMPTP block -0.3, NadD inh 7, MsrA inh -0.1, STEP inh -3, Rpn11 inh inactive, Scp-1 inhibitor -7, DNMT1 block -4, CSN inh -7, SUMO1-SIM PPI 1 and Tb MetRS inh 0.0.
